From PubChem
CAL PDZ FP-1: inhibitors of human CAL PDZ peptide binding; actives 0.92% (n = 300,000); inhibition, % at 24.9 µM; AID 602252; purified CAL PDZ, TMR-peptide fluorescence polarization, 1 h;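 active means mean inhibition of at least 30% with at least half of replicates also reaching 30%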;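 further: 0% = DMSO neutral control and 100% = excess unlabeled competitor peptide PRC23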
DAGLB inh: blocks human DAGLB lipase activity; HEK293T DAGLB membrane lysate, EnzChek fluorogenic substrate; actives 0.059% (n = 340,000); Q8NCG7; AID 504411; inhibition, % at 5.17 µM; in the data active means inhibition above about 34%;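 further: 0% = enzyme with vehicle and 100% = wells lacking enzyme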
C-LANA FP: KSHV C-LANA DNA binding inhibition. AID 504423. inhibition, % at 9 µM. MBP-C-LANA/FAM-LBS DNA binding, fluorescence polarization. actives 0.078% (n = 340,000);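 active means highest replicate inhibition at or above 60% at 9 µM, even if other replicates fall short; inactive means all replicates below 60% inhibition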;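 further: 0% = neutral control wells and 100% = 4 µM acridine orange control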
RTF Ca sens inh: cardiac RTF calcium desensitization; actives 0.12% (n = 340,000); IANBD-labeled cardiac RTF, Ca2+ fluorescence; P19429+P45379; inhibition, % at 7.15 µM;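 active means inhibition above the mean inhibition of all tested compounds plus 3 SD, cut at about 17% in these data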;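 further: assay run at fixed EC70 calcium of 1.6 mM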
CAL PDZ FP-2: human CAL PDZ-peptide interaction inhibition; AID 504414; actives 0.02% (n = 330,000); Q9HD26; purified CAL PDZ, TMR-peptide fluorescence polarization, 1 h; inhibition, % at 20 µM;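 active means highest replicate inhibition of at least 40%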;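 further: plate controls were DMSO neutral control wells for no effect and unlabeled competitor peptide control wells for full effect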
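Test system: purified CerCALP PDZ construct; Compound dosing: one concentration, 20 µM compound; Also added: TMR-labelled reporter peptide T*-PRC34 bound in PDZ groove; Read-out: inhibition from polarization loss; Controls: unlabelled peptide and DMSO controls; Signal: FP readout, S and P plane fluorescence; Incubation: 1 h at RT.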
Rtt109 HAT inh: blocks Candida albicans Rtt109/Vps75 acetyltransferase activity. purified Rtt109/Vps75, ThioGlo CoA-SH fluorescence, 4 h. actives 0.16% (n = 330,000). AID 540336. inhibition, % at 34.9 µM;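 active means inhibition of at least 50% in every replicate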
Target sequence (Q5AAJ8 whole entry, looked up): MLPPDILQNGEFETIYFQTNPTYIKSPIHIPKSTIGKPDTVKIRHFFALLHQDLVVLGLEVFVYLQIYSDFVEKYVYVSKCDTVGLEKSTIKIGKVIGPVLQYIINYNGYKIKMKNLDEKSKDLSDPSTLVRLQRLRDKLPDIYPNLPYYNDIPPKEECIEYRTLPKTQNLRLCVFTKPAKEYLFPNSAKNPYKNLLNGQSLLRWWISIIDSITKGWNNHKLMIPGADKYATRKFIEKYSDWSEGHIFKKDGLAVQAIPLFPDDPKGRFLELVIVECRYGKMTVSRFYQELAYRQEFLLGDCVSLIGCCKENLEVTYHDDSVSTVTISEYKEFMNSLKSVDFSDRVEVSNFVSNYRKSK
Keap1-Nrf2 PPI: disrupts human Keap1 binding to Nrf2 peptide; Q14145; Keap1 Kelch-Nrf2 peptide fluorescence polarization, 1536-well; inhibition, % at 9.4 µM; actives 0.15% (n = 340,000); in the data active means inhibition above about 12%;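 further: human Keap1 Kelch domain with fluorescein labeled Nrf2 9mer peptide probe; 0% = neutral control wells and 100% = peptide positive control; higher means more block of Keap1 binding to Nrf2 peptide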
PKA-R2B act: activates the human PKA-R2B holoenzyme complex | P22694+P31323 | PKA-R2B holoenzyme dissociation, Cy5-IP20 fluorescence polarization; R2B truncated from residue 108, S112A mutant; 0% DMSO only, 100% 113 µM cGMP | activation, % at 11.4 µM | actives 0.079% (n = 340,000);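 active means activation above a cutoff set at the mean over all compounds plus 3 SD, cut at about 18% in these data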;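 further: higher means more holoenzyme dissociation and a rise in polarization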
Target sequence (P31323 whole entry, looked up, other chains not shown, the tested form may be a part): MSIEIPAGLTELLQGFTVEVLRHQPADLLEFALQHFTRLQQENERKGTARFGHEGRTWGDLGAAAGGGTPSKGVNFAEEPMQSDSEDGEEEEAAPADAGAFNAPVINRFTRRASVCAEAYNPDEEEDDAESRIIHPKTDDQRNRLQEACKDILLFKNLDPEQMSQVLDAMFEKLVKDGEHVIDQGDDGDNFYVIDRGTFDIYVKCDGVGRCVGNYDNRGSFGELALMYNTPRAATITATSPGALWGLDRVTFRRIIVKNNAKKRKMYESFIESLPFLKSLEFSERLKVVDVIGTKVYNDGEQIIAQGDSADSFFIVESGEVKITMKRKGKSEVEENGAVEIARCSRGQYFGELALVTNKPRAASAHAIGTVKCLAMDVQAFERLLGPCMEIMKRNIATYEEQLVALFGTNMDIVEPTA
cardiac RTF act: increases calcium sensitivity of human cardiac regulated thin filaments | P19429+P45379 | activation, % at 7.2 µM | actives 0.24% (n = 340,000) | IANBD-labeled TnC RTF fluorescence at EC20 calcium; 0% EC20 calcium, 100% full calcium;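 active means activation above the mean over all tested compounds plus 3 SD, cut at about 30% in these data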;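 further: rise in fluorescence read as greater calcium sensitivity of cardiac thin filaments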
SR-BI DiI-HDL act: enhances SR-BI lipid uptake from DiI-HDL; activation, % at 12.5 µM; CHO ldlA[mSR-BI] cells, DiI-HDL uptake fluorescence, 3 h; 100 = double the neutral-control signal; actives 0.096% (n = 320,000); AID 504775;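 active means mean replicate activation of at least 60% and every replicate at or above 60%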;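 further: 0% = median plate neutral-control signal and 100% = twice that signal; values of inactives mirror those of a sister screen read the other way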
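System: CHO ldlA[mSR-BI] cells / Medium: HEPES-buffered (25 mM, pH 7.4) F12 plus 0.5% BSA / Probe or stimulus: labelled HDL, 10 µg/mL / Doses: single compound concentration, delivered by pin transfer / Schedule: 3 h, 37 °C / Measured by: DiI fluorescence, bottom read / Measure: cell-associated DiI fluorescence as measure of HDL uptake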
The depositor's hits bear a star; / = not tested or not shown. Rows are unselected (roughly 1.6% active in at least one column).

SMILES | CAL PDZ FP-1 | DAGLB inh | C-LANA FP | RTF Ca sens inh | CAL PDZ FP-2 | Rtt109 HAT inh | Keap1-Nrf2 PPI | PKA-R2B act | cardiac RTF act | SR-BI DiI-HDL act
O=C(Nc1ccc(S(=O)(=O)N2CCOCC2)cc1)c1cccc(Br)c1 | / | -3 | -0.1 | -2 | -0.8 | -1 | 1 | -6 | -5 | 3
COC(=O)c1cc(Cl)c(NS(=O)(=O)c2ccccc2)cc1OC | -3 | -1 | -1.3 | -1 | -1.0 | 4 | 0 | 0 | -2 | -29
Cn1c(CNC(=O)C(Cc2ccccc2)NC(=O)c2ccccc2F)cc(=O)n(C)c1=O (centres undefined) | -5 | 1 | 0.9 | 1 | -2.8 | -1 | 1 | -6 | -2 | 2
CC(NS(=O)(=O)c1ccc(Br)cc1)C(=O)Nc1nc2ccccc2[nH]1 (centres undefined) | / | 3 | 0.2 | -7 | 1.7 | -3 | 2 | 2 | -7 | 3
CN(C(=O)CSc1nc2c(c(=O)[nH]1)CCC2)c1ccccc1 | -3 | 1 | 1.0 | 1 | -7.5 | 7 | 1 | -1 | -2 | 8
CCC(C)c1ccc(C(CC)NC(=O)C2CCCO2)cc1 (centres undefined) | -2 | -1 | -1.3 | -1 | -1.4 | 0 | 2 | -2 | -8 | 3
COCCn1c(SCC(=O)c2ccc(Cl)cc2)nnc1C(C)C | 10 | -1 | 3.6 | -54 | -1.9 | -10 | -3 | 4 | -1 | -8
CCC(CC)NC(=O)Nc1ccccc1C(F)(F)F | 3 | 0 | -1.0 | -4 | 0.7 | -1 | -1 | 2 | 0 | 14
CCC(=O)N1c2ccccc2-c2nnc(SC)nc2OC1c1ccc(OC)c(OC)c1 (centres undefined) | -2 | -6 | 0.9 | -2 | -0.6 | -4 | -7 | 12 | -3 | 10
COC(=O)c1ccc(C(C(=O)NC2CCCCC2)N(Cc2ccc(F)cc2)C(=O)Cc2cccs2)cc1 (centres undefined) | 1 | -3 | -1.2 | -5 | -0.2 | 1 | -4 | 0 | 11 | 0

Quoted from the listing:
Under C-LANA FP, `CN(C(=O)CSc1nc2c(c(=O)[nH]1)CCC2)c1ccccc1` is entered as 1.0
Under DAGLB inh, `CCC(CC)NC(=O)Nc1ccccc1C(F)(F)F` is entered as 0
Under RTF Ca sens inh, `CCC(C)c1ccc(C(CC)NC(=O)C2CCCO2)cc1` (centres undefined) is entered as -1

(continued)
SMILES | CAL PDZ FP-1 | DAGLB inh | C-LANA FP | RTF Ca sens inh | CAL PDZ FP-2 | Rtt109 HAT inh | Keap1-Nrf2 PPI | PKA-R2B act | cardiac RTF act | SR-BI DiI-HDL act
CC(C)CCOc1ccc(Cl)cc1CN1CCOCC1 | -3 | -7 | 0.4 | -7 | -2.6 | -10 | 2 | 2 | -1 | 3
Cc1ccc(N2CCC(N3CCN(C)C(CCO)C3)CC2)cc1 (centres undefined) | 2 | 0 | -0.9 | -6 | -5.3 | 3 | 0 | 1 | -4 | 18
O=C(CSCc1ccccc1)N1CCN(S(=O)(=O)c2cccc(F)c2)CC1 | -2 | -4 | -0.9 | 0 | -0.6 | -3 | -3 | -9 | 4 | /
COc1cccc(-c2nnc(NC(=O)c3cccc(F)c3)o2)c1 | / | -2 | -0.9 | 1 | -0.5 | 22 | -6 | -8 | 1 | 13
C/C(Cl)=C/CSc1nn2c(=O)c3ccccc3nc2s1 | -5 | -20 | -1.8 | -7 | -1.8 | -2 | -1 | -12 | -6 | 1
CC(=O)Nc1ccc(C(=O)NNC(=O)C2CC2)cc1 | -6 | 1 | -0.4 | 4 | -0.5 | -14 | -4 | -3 | 1 | -1
CCCCNC(=O)N1CCc2[nH]c3ccccc3c2C1 | 0 | 0 | 4.3 | -7 | -0.4 | -5 | -7 | -6 | -1 | -10
O=C(CN(c1ccccc1)S(=O)(=O)c1ccccc1)N1CCOCC1 | -3 | -1 | 0.5 | 3 | -7.3 | -5 | -6 | -2 | -2 | 12
CCN(Cc1ccccc1)C(=O)COc1cc(=O)n(CC)c2ccccc12 | -1 | 0 | -0.6 | 4 | / | -11 | 0 | -8 | -2 | -9
Cc1ccc(OCC2Cn3c(nc4c3c(=O)n(C)c(=O)n4C)O2)cc1 (centres undefined) | -1 | -2 | -2.2 | 1 | -0.3 | -8 | 9 | -6 | -1 | -9
O=C(Nc1cccnc1)c1noc2c1CCCC2 | / | 2 | -2.1 | 1 | -1.4 | -3 | -8 | -1 | 1 | 18
c1ccc2c(Cn3ccnc3)cccc2c1 | 0 | 1 | -1.0 | -1 | 2.2 | -1 | -7 | 3 | 5 | 3
CCOCCCNc1nc2nc3ccc(C)cn3c(=O)c2cc1C(=O)NCC1CCCO1 (centres undefined) | 3 | -1 | -0.2 | -9 | -1.4 | -120 | -5 | 5 | 2 | 11
Cc1cccc(OCC(=O)Nc2ccc(C(=O)c3ccc(C(=O)O)cc3)cc2)c1 | -5 | 4 | 3.4 | -9 | -2.8 | 12 | 2 | 3 | 5 | -19
CCCCC(=O)Nc1ccccc1CC | -8 | 0 | 0.4 | 3 | -2.4 | 0 | -2 | -4 | -1 | /
CCOC(=O)C1CCN(C(c2cccnc2)c2c(NC(=O)c3ccco3)sc(C)c2C)CC1 (centres undefined) | 0 | 2 | -0.9 | -7 | 0.0 | -3 | -6 | -7 | -1 | -7
CC(=O)NCc1ccc(S(=O)(=O)N/N=C/c2ccc(Br)cc2)cc1 | 0 | 0 | 0.6 | -17 | -1.5 | / | -2 | 0 | -3 | 7
CC(C)CC(=O)N(Cc1ccc(F)cc1)C1CCS(=O)(=O)C1 (centres undefined) | -1 | -1 | 0.2 | -12 | -1.3 | 1 | -4 | 12 | -1 | 18
Cc1cc(C)c(O)c(-c2cc(C(=O)NCc3ccccc3)[nH]n2)c1 | -5 | -3 | -1.7 | -4 | / | 2 | -6 | -5 | -6 | -41
O=c1oc(Cl)c(Cl)c2ccccc12 | 0 | 1 | -1.2 | -6 | -1.3 | -5 | 5 | 11 | -3 | 12
CCCN1C(=O)c2ccccc2NC1c1ccc(C)cc1 (centres undefined) | -3 | -4 | -1.2 | 0 | -1.9 | -5 | 3 | 1 | 10 | 11
O=C(Nc1ncc(C(F)(F)F)cc1Cl)C1COc2ccccc2O1 (centres undefined) | / | -3 | 1.2 | 1 | 0.0 | -7 | 3 | 2 | -6 | -5
O=C(Cn1cccc1C(=O)c1ccccc1)NCc1ccccc1 | -1 | 1 | -0.1 | -1 | -1.5 | 4 | -6 | -15 | 7 | 15
CCOC(=O)CSc1nc2c(c(=O)[nH]c(=O)n2C)n1CCc1ccccc1 | / | 0 | 1.0 | -6 | -0.2 | 6 | -1 | -2 | -2 | 3
N/C(=N\OC(=O)Cc1ccccc1[N+](=O)[O-])c1ccccn1 | 4 | 0 | -1.4 | 2 | 0.4 | 5 | -3 | -7 | -1 | 6
Nc1nc2c(ncn2[C@H]2C[C@H](O)[C@@H](CO)O2)c(=O)[nH]1 | -2 | 1 | 0.3 | 6 | -0.7 | 6 | 2 | -2 | 4 | 16
COc1cccc(-c2cc(C(F)(F)F)nc(-n3cccn3)n2)c1 | -6 | -3 | 0.8 | -23 | -1.3 | -7 | -2 | 4 | 4 | 16
CS(=O)(=O)N1CCc2cc(C(=O)N3CCN(c4ccccc4)CC3)ccc21 | -3 | 2 | 2.4 | -12 | -1.1 | -3 | 1 | 3 | -4 | 10
COc1ccc(/C=N/NC(=O)COc2ccc(Cl)cc2Cl)cc1Cn1nc(C)cc1C | 14 | 1 | -1.3 | -9 | -3.1 | 54* | 5 | 12 | -6 | -33
CC(=O)Nc1cc2c(ccc3ccccc32)oc1=O | 8 | / | 0.1 | / | -0.5 | 3 | -4 | / | / | 4
c1cc(CNc2ccc3c(c2)OCO3)ccn1 | 2 | 0 | 17 | -27 | -0.4 | -7 | 8 | -6 | 6 | -5
O=C(NCC(c1ccco1)N1CCc2ccccc2C1)c1ccc([N+](=O)[O-])cc1 (centres undefined) | -1 | -2 | 0.7 | -4 | -0.7 | 0 | -3 | -8 | 0 | 3
CCC(C(=O)OC)n1cnc2c(nnn2-c2ccccc2)c1=O (centres undefined) | / | -1 | -0.8 | -4 | -1.4 | 6 | -5 | -1 | 1 | 20
COc1ccc(/C=C/c2cc(C(=O)O)c3ccccc3n2)cc1 | -2 | 1 | 2.9 | 3 | -0.6 | -1 | 0 | -6 | -2 | -6
Cn1c(CNC(=O)CNC(=O)c2ccccc2)cc(=O)n(C)c1=O | / | -3 | -1.0 | -6 | -1.2 | -6 | -6 | 2 | 6 | -5
Fc1ccc(C2CC(c3ccc(F)cc3)n3ncnc3N2)cc1 (centres undefined) | -2 | -2 | 0.2 | -7 | -2.5 | 1 | 3 | -2 | -2 | /
O=c1cc(-c2ccccc2)nc2nc(CCc3ccccc3)[nH]n12 | -5 | 1 | 1.7 | -5 | -2.2 | -1 | -7 | 1 | 7 | 4
Cc1ccc(NC(=O)Nc2c(C)[nH]c(=O)[nH]c2=O)cc1Cl | 7 | 1 | -1.0 | 3 | 1.6 | -5 | -1 | -1 | -5 | 8
CN(Cc1cccs1)C(=O)C1CCN(S(=O)(=O)c2ccccc2)CC1 | -4 | -3 | 0.5 | 5 | 0.3 | 17 | -3 | -5 | 2 | 27
O=C(Nc1ccc(C(F)(F)F)cc1[N+](=O)[O-])O[C@H]1[C@H](Cc2ccccc2)NS(=O)(=O)[C@H]2C[C@@H]3C=C[C@]12O3 | -6 | 3 | 0.7 | -17 | -2.0 | -3 | -6 | -6 | 5 | -3

2 compounds from above, limited to Rtt109 HAT inh and SR-BI DiI-HDL act:
SMILES,Rtt109 HAT inh,SR-BI DiI-HDL act
Cc1ccc(NC(=O)Nc2c(C)[nH]c(=O)[nH]c2=O)cc1Cl,-5,8
CN(Cc1cccs1)C(=O)C1CCN(S(=O)(=O)c2ccccc2)CC1,17,27

Going on with the list:
SMILES | CAL PDZ FP-1 | DAGLB inh | C-LANA FP | RTF Ca sens inh | CAL PDZ FP-2 | Rtt109 HAT inh | Keap1-Nrf2 PPI | PKA-R2B act | cardiac RTF act | SR-BI DiI-HDL act
CC(=O)Nc1sc(C)c(C)c1C(=O)OCC(=O)N(CC(C)C)c1c(N)n(Cc2ccccc2)c(=O)[nH]c1=O | -4 | 3 | -0.8 | -4 | -3.2 | 17 | 2 | -11 | -18 | -58
COc1ccc(-c2nc(NCCCN(C)C)c3ccccc3n2)cc1 | / | -2 | -0.5 | -5 | -2.2 | 4 | -9 | 4 | -7 | 10
O=C(O)c1ccc(NS(=O)(=O)c2ccc(N3C(=O)CCC3=O)cc2)cc1 | -4 | 0 | -1.5 | -1 | -1.3 | -4 | -2 | 0 | 0 | 20
CCN(C(=O)COC(=O)c1cccc(S(=O)(=O)N2CCOCC2)c1)C1CCS(=O)(=O)C1 (centres undefined) | / | 0 | -0.3 | 6 | 0.3 | 0 | -1 | -8 | 7 | -2
CC(NC(=O)c1cccc(S(=O)(=O)N2CCCCCC2)c1)c1ccccc1 (centres undefined) | -9 | -2 | 0.8 | -2 | 0.1 | 5 | 0 | -10 | -4 | -32
